Screens (PubChem)
All columns: NCI-60 one-dose screen, growth in % after 48 h at 10 µM unless noted; 100 = growth as untreated, 0 = no growth, -100 = all killed.
T-47D: T-47D breast cancer | 5% of 79,000 active
BT-549: BT-549 breast cancer; 4.4% of 78,000 active
MCF7: MCF7 breast cancer. AID 1794796. 6.3% of 82,000 active
HS 578T: HS 578T breast cancer; 4.1% of 78,000 active
UACC-62: UACC-62 melanoma | 5.4% of 81,000 active
LOX IMVI: LOX IMVI melanoma; 7.4% of 79,000 active
MALME-3M: MALME-3M melanoma; 5.8% of 78,000 active
UACC-257: UACC-257 melanoma; 4.4% of 78,000 active
Numbers without * were called inactive; x = not tested or not shown. How the source made its calls: active means growth percent below 10; inactive means the rest.

SMILES	T-47D	BT-549	MCF7	HS 578T	UACC-62	LOX IMVI	MALME-3M	UACC-257
COc1ccc(/C(C)=C(\c2ccc(OCCCN(C)C)cc2)c2ccc(OC(=O)C3CCCCC3)cc2)cc1	73	79	36	78	101	88	91	84
CCN(CC)CCCOc1ccc2ncnc(Nc3ccc(Oc4cccc(C(F)(F)F)c4)c(Cl)c3)c2c1	19	81	-45*	-33*	-34*	-100*	-76*	-60*
Cn1c(=O)c2c(c3ccccc31)Oc1ncn3nc(-c4ccco4)nc3c1C2c1ccc(Cl)cc1 (stereo unspecified)	89	91	85	108	100	96	97	99
N/C(=N\c1nc2ccccc2s1)NC(=O)Nc1ccccc1F	31	30	20	7.6*	25	27	33	84
Oc1ccc2ccccc2c1Sc1c(O)ccc2ccccc12	91	x	94	91	72	94	85	99
CC(C(=O)O)N1C2=NC(=O)C(C#N)C(c3ccc(Cl)cc3)N2NC1(C)c1ccccc1O (stereo unspecified)	25	65	39	65	44	36	76	72
Fc1ccc(Cn2cc(CSc3nc4ccccc4o3)nn2)cc1	85	103	94	105	84	107	107	105
COc1cccc(C(=O)C(=O)c2cccc(OC)c2OC)c1OC	106	107	113	93	93	96	106	97
Oc1cccc2oc(=S)[nH]c12	104	x	101	109	101	x	x	114
COc1cc(CNC2=NCCC2)cc(OC)c1OC	86	99	99	92	94	91	85	91
CC(=O)N1N=C(c2ccc(OCC(=O)c3ccc(C)cc3)cc2)CC1c1ccc(Cl)cc1 (stereo unspecified)	25	72	36	76	45	67	86	53
Cc1c(Cl)cccc1C(=O)Nc1nc2c(s1)CN(C(=O)Nc1ccccc1C(F)(F)F)CC2	100	105	95	100	89	94	95	110
COc1nc2c(c(=O)n1C)C(c1ccc(F)cc1)C=C(C(=O)O)N2 (stereo unspecified)	103	98	100	96	117	x	113	111
CCCCSc1nnc(-c2ccc(-n3nc(-c4ccc(OC)cc4)cc3-c3ccc(OC)cc3)cc2)o1	78	x	89	106	89	96	91	96
Cc1nn(-c2ccccc2)c(-n2ccnc2)c1/C=N/Nc1nc(-c2ccccc2)cs1	63	91	81	81	91	87	82	99
COc1cc(C(=O)NN=C(C)C)cc(OC)c1OC	107	115	119	112	108	100	112	105
CC1=C(C)C(=O)C(Nc2cccc(C(=O)OC(C)(C)C)c2)=CC1=O	65	83	46	79	66	47	65	63
CCO/C=N/C1=C(C#N)C(c2ccc(Cl)cc2)c2sc3c(F)cccc3c2O1 (stereo unspecified)	55	69	26	56	36	52	71	89
COc1ccccc1/C=C(/C(=O)c1ccccc1)c1ccccc1	103	92	110	100	82	88	135	93
Cc1ccc2c(c1)O/C(=C\c1cccc(OCC(=O)c3ccccc3)c1)C2=O	88	104	75	97	66	101	95	94
Cn1c(S(C)(=O)=O)nc(-c2ccccc2)c(C#N)c1=O	103	99	59	106	107	98	96	78
Cc1ccc(-c2nn(C)c(=O)c3ccccc23)cc1CO	97	97	96	98	102	100	103	105
C/C(=N\NC(N)=O)c1c(O)sc(=O)[nH]c1=O	105	95	93	91	93	x	97	97
Cc1ccc2c(n1)C(=O)C(Cl)=C(Nc1ccc(S(=O)(=O)Nc3cc(C)on3)cc1)C2=O	106	114	104	102	105	99	102	106
Cc1ccc(-c2nc(SCC(=O)c3ccc(Br)cc3)nc(Nc3cccc(S(N)(=O)=O)c3)c2C#N)cc1	94	120	92	99	104	88	101	116

Complete entries as entered above. Values in the order: T-47D | BT-549 | MCF7 | HS 578T | UACC-62 | LOX IMVI | MALME-3M | UACC-257
Cc1ccc2c(n1)C(=O)C(Cl)=C(Nc1ccc(S(=O)(=O)Nc3cc(C)on3)cc1)C2=O is entered as 106 | 114 | 104 | 102 | 105 | 99 | 102 | 106
COc1cccc(C(=O)C(=O)c2cccc(OC)c2OC)c1OC is entered as 106 | 107 | 113 | 93 | 93 | 96 | 106 | 97
Cc1nn(-c2ccccc2)c(-n2ccnc2)c1/C=N/Nc1nc(-c2ccccc2)cs1 is entered as 63 | 91 | 81 | 81 | 91 | 87 | 82 | 99
Cc1ccc(-c2nc(SCC(=O)c3ccc(Br)cc3)nc(Nc3cccc(S(N)(=O)=O)c3)c2C#N)cc1 is entered as 94 | 120 | 92 | 99 | 104 | 88 | 101 | 116
Oc1cccc2oc(=S)[nH]c12 is entered as 104 | x | 101 | 109 | 101 | x | x | 114

Next section
SMILES	T-47D	BT-549	MCF7	HS 578T	UACC-62	LOX IMVI	MALME-3M	UACC-257
Cc1ccc(S(=O)(=O)N(CCCc2c(C)nc(N)[nH]c2=O)c2ccccc2)cc1	98	88	100	x	85	99	86	86
N/C(=N/N=C/c1cc(Br)cc(Br)c1O)NO	102	105	96	107	102	96	97	104
COc1ccc(C(=O)NC(=O)Nc2ccc3c(c2)NC(=O)/C3=C\c2[nH]c(C)c(C(=O)NCCN3CCCC3)c2C)c(F)c1	106	105	65	79	101	94	116	102
OCc1ccnc2ccccc12	97	104	100	100	98	90	124	106
COc1cccc2c1nc1n2C(c2c(F)cccc2Cl)SC1 (stereo unspecified)	73	80	83	101	68	95	82	85
COc1ccc(Cl)cc1/C=C/C=N/NS(=O)(=O)c1ccc(C)cc1	90	104	91	95	98	96	114	94
COC(=O)c1cccc(NC(=O)N[C@H]2CCN(c3ccnc(Nc4ccc(F)cc4)n3)C2)c1	47	72	53	84	93	87	81	87
Cc1ccc(C(=O)c2ccc(CC(=O)N/N=C/c3cccc(O)c3O)n2C)cc1	26	46	16	87	39	17	59	90
O=C(Nc1ccc(Br)c(Cl)c1)c1cc(F)ccc1O	3.9*	-39*	2.5*	17	-4.0*	-61*	-23*	-24*
CC(=O)/C(=C\n1c(=S)[nH]c2ccccc21)C(=O)Nc1ccccc1	97	98	95	98	93	95	x	115
N#CCNc1ccccc1	92	127	92	x	103	99	117	101
CCCCN=C(Nc1ccccc1)OCCCC	82	97	97	94	95	96	95	87
CC1(c2ccc(O)cc2)N=C(N)Nc2nc3ccccc3n21 (stereo unspecified)	93	x	92	120	113	x	139	108
Cc1nn(-c2ccccc2)c2nc3c(c(-c4ccc(Cl)cc4)c12)CNC1(N3)C(=O)N(C)c2ccccc21 (stereo unspecified)	65	104	95	103	89	97	99	117
OC(c1cc2cc(Cl)ccc2c2cc(C(F)(F)F)ccc12)C1CCCCN1 (stereo unspecified)	-82*	55	-86*	-53*	-73*	-40*	-62*	-84*
COc1cc(OC)c([N+](=O)[O-])cc1Cl	104	101	99	105	91	100	124	99
CCOC(=O)c1nc2c(Cl)cc(Cl)cn2c1C(=O)c1ccc(Br)cc1	70	102	80	51	94	86	87	89
NC(=O)NCC(N)C(=O)O (stereo unspecified)	84	x	90	89	113	97	110	89
CCC(C)N(CCNc1cc(OC)cc2cccnc12)CCC(C)C (stereo unspecified)	x	91	26	83	94	86	121	87
CCN1C(=O)N(CC)C2C1NN=C1SCC(=O)N12 (stereo unspecified)	32	102	18	98	86	107	77	22
CC(C)=C1N=C(c2ccccc2)OC1=O	97	107	98	110	107	99	105	99
Cc1nn(-c2ccccc2)c2c1C(c1ccc([N+](=O)[O-])cc1)C(C#N)=C(N)O2 (stereo unspecified)	98	123	97	103	96	101	x	88
COc1cc(-c2nc(-c3ccccc3)[nH]c2-c2ccnc(NCCCNS(=O)(=O)c3ccccc3)n2)ccc1F	47	107	58	88	83	56	82	80
CCCc1cc2cc(-n3nc(C)c4c3CC(C)(C)CC4=O)cc(NC3CCC(O)CC3)c2c(=O)[nH]1 (stereo unspecified)	38	29	25	47	14	-18*	30	x
COc1ccc2sc3cc(Cl)ccc3c(=O)c2c1	89	83	82	84	93	94	100	104

Filtered by structure: the entries above with a COOH group (three)
SMILES	T-47D	BT-549	MCF7	HS 578T	UACC-62	LOX IMVI	MALME-3M	UACC-257
CC(C(=O)O)N1C2=NC(=O)C(C#N)C(c3ccc(Cl)cc3)N2NC1(C)c1ccccc1O (stereo unspecified)	25	65	39	65	44	36	76	72
COc1nc2c(c(=O)n1C)C(c1ccc(F)cc1)C=C(C(=O)O)N2 (stereo unspecified)	103	98	100	96	117	x	113	111
NC(=O)NCC(N)C(=O)O (stereo unspecified)	84	x	90	89	113	97	110	89

Next part.
SMILES	T-47D	BT-549	MCF7	HS 578T	UACC-62	LOX IMVI	MALME-3M	UACC-257
Nc1nc(SCc2ccccc2[N+](=O)[O-])c2ncn(Cc3ccccc3)c2n1	76	97	81	100	75	85	120	100
c1ccc(-c2ccc(-c3nc4sccn4c3NCCN3CCOCC3)cc2)cc1	x	52	72	88	93	95	99	90
NCC1=C(c2ccccc2)Nc2ncc(-c3ccc(Br)cc3)n2C1O (stereo unspecified)	72	84	74	102	94	93	87	92
CCCCC(O)CCCC	94	106	98	102	109	97	94	103
COc1cc2cc(Oc3ccc(NC(=O)Nc4cccc(C(F)(F)F)c4)cc3)c(C)nc2cc1OC	28	-8.1*	6.8*	23	14	9.8*	7.2*	-14*
CCOC(=O)C(c1ccccc1)C(C(=O)OCC)c1ccc(OC)cc1 (stereo unspecified)	81	85	92	90	58	88	92	x
CN(CCn1ccnc1[N+](=O)[O-])c1ccc(/C=C/C(=O)c2ccccc2O)cc1	40	69	67	69	62	75	65	67
CC1(C)COC(c2ccc3c(c2)OCO3)OC1	101	108	102	103	95	93	115	99
Nc1cc(Cc2ccccc2)ccc1O	x	94	101	99	93	94	127	105
Cn1cc(-c2ccc3c(c2)OCCO3)c(C(=O)NCc2ccc(Cl)cc2)n1	105	95	110	90	108	99	117	94
CS(=O)(=O)OCc1ccc(COS(C)(=O)=O)cc1	95	105	95	91	94	100	94	100
COc1ccc2cn3c4ccc(O)cc4[nH]c(=O)c3c2c1	34	x	-5.9*	-22*	35	24	41	50
O=c1cc(/C(=C2/C=CC=N2)c2ccc[nH]2)c2cc(Cl)ccc2o1	32	52	71	22	43	34	67	38
CC1=C(C(=O)OCc2ccccc2)C(c2ccc3ccccc3c2)n2c(nc3ccccc32)N1 (stereo unspecified)	71	53	42	46	48	69	61	62
CCCCC[C@@H](O)c1ccccc1[C@@H]1O[C@@H](CCC(=O)OC)[C@H](O)[C@H]1O	88	113	96	92	92	96	99	99
N#Cc1cn(-c2cc(Cl)cc(Cl)c2)c(C(=O)c2ccccc2)c1N	97	116	97	101	94	98	98	108
CN1C(=O)[C@H]2c3c(cccc31)[C@H]1[C@@H](OC(N)=O)[C@H](CCC1(C)C)C2(C)C	94	99	97	95	101	96	93	105
Cc1cccc(C(=O)C(O)c2cccc(C)n2)n1 (stereo unspecified)	97	102	89	102	96	99	100	107
COc1cc(Cn2c(SCCC(=O)Nc3ccc(S(N)(=O)=O)cc3)nc3ccccc3c2=O)cc(OC)c1OC	91	100	83	98	74	94	88	87
CC(=O)C1=C(C)NC(SCc2nnc(-c3ccc(Cl)cc3)o2)=NC1c1ccc(Cl)cc1 (stereo unspecified)	61	85	84	98	72	92	88	95
CN[C@@H]1[C@H](OC2[C@H](O[C@H]3[C@H](O)[C@@H](O)[C@H](N=C(N)N)[C@@H](O)[C@@H]3N=C(N)N)O[C@@H](C)[C@]2(O)C=O)O[C@@H](CO)[C@H](O)[C@H]1O (stereo partly specified)	104	98	104	108	x	92	x	114
COc1ccc(C=C2c3ccccc3-c3ccccc32)cc1	47	x	13	56	24	41	63	52
